IL1B secr inh = qHTS for Inhibitors of Inflammasome Signaling: IL-1-beta AlphaLISA Primary Screen | activity change, % at 57.5 µM | AID 743279, 2014 | THP-1 LPS/ATP IL-1B secretion, AlphaLISA, 16 h; active compounds read low | actives 4.7% (n = 360,000); in the data active = activity change below about -50%; inconclusive = mostly about -30% to -49%; note: % is set by controls: 0 for no effect and ±100 for the full control effect
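THP-1 cells pretreated 1 hr with compounds (up to 57.5 uM final), then stimulated with LPS (250 ng/mL final) plus ATP (1.25 mM final); secreted IL-1B measured by AlphaLISA after 16 hr, decreased signal indicating inhibition.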
ATXN2 expr inh = Primary qHTS for Inhibitors of ATXN expression; HEK-293 ATXN2-luciferase reporter, luminescence, 24 h; Potency, µM (highest dose often 57 µM), inactives show top-dose activity change, negative = inhibition, actives largely listed as inhibitors; actives 0.72% (n = 360,000); AID 1745845, 2022; note: potency is the fitted concentration of half-maximal effect; % is set by controls: 0 for no effect and ±100 for the full control effect; nearly all actives have a fitted effect of over 55% in size
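ATXN2-luciferase reporter cells (luciferase flanked by upstream and downstream ATXN2 gene portions) were treated 24 h at 37 °C with compounds at up to 57 uM. SteadyGlo luminescence gave expression; GF-AFC fluorescence gave viability.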
Nrf2 ARE act = qHTS of Nrf2 Activators; AREc32 ARE-luciferase reporter (MCF7-derived line), luminescence, 24 h; Potency, µM (series often up to 46.1 µM), for the others: top-dose activation, most hits filed as activators; actives 0.31% (n = 410,000); AID 624171, 2012; note: potency is the fitted concentration of half-maximal effect; % of control where 0% means no effect; nearly all actives have a fitted effect of over 65% in size
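Quantitative high-throughput format: AREc32 reporter cells, 1000 per well, received compound by pin transfer and were incubated 24 hr at 37 deg C, 5% CO2, before Steady-Glo luminescence detection.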
A549 tox = Nrf2 qHTS screen for inhibitors: counterscreen for cytotoxicity | actives 0.16% (n = 390,000) | AID 504648, 2011 | Potency, µM (top dose mostly 46 µM), for inactives: top-dose activity change, negative = cytotoxicity, actives largely listed as inhibitors | A549 ARE-Fluc cells, CellTiter-Fluor viability, 18-24 h; note: potency is the fitted concentration of half-maximal effect; % is set by controls: 0 for no effect and ±100 for the full control effect
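A549 ARE-Fluc cells in 5% FBS OPTI-MEM, 5000 cells/well, rested 2 h then exposed to compounds in concentration-response for 18-24 h at 37 °C. Viability by CellTiter-Fluor fluorescence (Ex 405/Em 525) after 30 min; luciferase luminescence (BugLite, 15 min, RT) read afterwards.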
TGFb inhibitor = qHTS for Inhibitors of TGF-b; HepG2 CAGA-GFP TGF-b/SMAD3 reporter, GFP fluorescence, 18 h; TGF-beta stimulated, 500 pg/mL final; Potency, µM (top dose mostly 46.1 µM), without a hit: top-dose activity, negative = inhibition, hits mostly inhibitors; actives 1.2% (n = 410,000); AID 588855, 2011; note: potency is the fitted concentration of half-maximal effect; % is set by controls: 0 for no effect and ±100 for the full control effect; nearly all actives have a fitted effect of over 65% in size
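Cell-based qHTS in HEPG2 carrying a CAGA-GFP Smad reporter; compounds added before 500 pg/mL final TGF-beta, 18 h incubation at 37 degrees C, GFP fluorescence quantified per cell by imaging cytometry.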
ATXN viability = Viability Counterscreen for Primary qHTS for Inhibitors of ATXN expression. S2 cells (HEK-293 line with an ATXN2-luciferase reporter) viability, CellTiter-Fluor protease fluorescence, 24 h. Potency, µM (doses to about 56.7 µM), usual class: cytotoxic. actives 0.49% (n = 400,000). AID 651635, 2014; note: potency is the fitted concentration of half-maximal effect; nearly all actives have a fitted effect of over 40% in size
Nrf2 inh = Nrf2 qHTS screen for inhibitors. A549 ARE-Fluc reporter, luciferase luminescence, 18-24 h. Potency, µM (titrated, usually from 46 µM), for inactives: top-dose activity change, negative = inhibition, most hits filed as inhibitors. actives 2.1% (n = 360,000); note: potency is the fitted concentration of half-maximal effect; % is set by controls: 0 for no effect and ±100 for the full control effect; nearly all actives have a fitted effect of over 60% in size
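Nrf2 activity is the BugLite luminescence, read 15 min after reagent at room temperature, following CellTiter-Fluor cytotoxicity readout (30 min, 37C). Compound titrations were applied for 18-24 h to 5000 A549 ARE_Fluc cells/well in 5% FBS OPTI-MEM.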
HepG2 viability = qHTS for Inhibitors of TGF-b: Cytotox Counterscreen | HepG2 CAGA-GFP viability, ATP luminescence, 18 h | Potency, µM (series often up to 46.1 µM), for the others: at the highest dose activity change, negative = cytotoxicity, actives largely listed as cytotoxic | actives 0.76% (n = 410,000) | AID 588856, 2011; note: potency is the fitted concentration of half-maximal effect; some results filed as inactive show a strong effect at the top dose
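HepG2 CAGA-GFP cells (1000/well, DMEM with 1% FBS) received compound, then TGF-beta at 500 pg/mL final, and were incubated 18 hours at 37 degrees C. Viability was read by CellTiter-Glo luminescence. Media-only wells were set as complete cell-killing and DMSO as no toxicity.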
MCF10A rerep = A quantitative high throughput screen for small molecules that induce DNA re-replication in MCF 10a normal breast cells; MCF 10A DNA re-replication, Hoechst nuclear intensity, 48 h; Potency, µM (series often up to 46.1 µM), inactives show at the highest dose activity, positive = re-replication, hits mostly activators; actives 2.9% (n = 350,000); note: potency is the fitted concentration of half-maximal effect; % of control where 0% means no effect; nearly all actives have a fitted effect of over 50% in size
The depositor's hits bear a star; i = inactive; ? = inconclusive; · = not tested or not shown; [ ] = remark or other dose. Unless noted, calls come from the whole dose curve; as a rule, active = well fitted curve in the direction sought with a large enough effect; inconclusive = small, poorly fitted or top-dose-only effect, or another doubt; inactive = no such curve, though single readings can be large; an effect the other way counts as inactive or inconclusive.

SMILES	IL1B secr inh	ATXN2 expr inh	Nrf2 ARE act	A549 tox	TGFb inhibitor	ATXN viability	Nrf2 inh	HepG2 viability	MCF10A rerep
O=C(CCC(=O)c1cccs1)NCCc1ccc(F)cc1	31	1%	0.8%	2%	?	i	5%	0%	1%
COc1ccc(N(CC(=O)NC2CC2)S(=O)(=O)c2ccccc2)cc1	20	-13%	0.3%	-1%	-1%	i	0%	7%	-2%
CC(=O)Nc1sc(NC(=O)c2ccc([N+](=O)[O-])cc2)nc1-c1cccs1	?	·	-0.1%	-5%	-14%	i	-8%	-28%	2%
CC(C)OCCCNC(=O)c1ccc(-n2c(-c3ccccc3)cc3c2CCCC3)cc1	·	·	?	?	-2%	·	?	-28%	·
CCOC(=O)c1c(NC(=O)CC2Nc3cc(C)c(C)cc3NC2=O)sc(C)c1C (stereo unspecified)	11	50%[activator]	-0.3%	1%	43%[activator]	i	9%	-9%	3%
CCOP(=O)(O)c1ccccc1OCCOCCOc1ccccc1P(=O)(O)OCC	19	5%	-0.4%	7%	4%	i	19%	5%	3%
COc1cccc(-c2noc(-c3cc4ccccc4oc3=O)n2)c1OC	·	·	11µM*	1%	2%	·	?	-20%	·
Cc1ccc(C)c(N2N=C(C(=O)Nc3ccccc3N3CCOCC3)CCC2=O)c1	-10	-12%	-0.4%	-16%	14%	i	-9%	-5%	?
Cc1ccc(OCc2cc(C(=O)N3CCN(C4CCCCC4)CC3)no2)cc1C	8	27%	1.6%	0%	-3%	i	?	-16%	12µM*
Cc1ccc(N2CCN(S(=O)(=O)c3ccc(C)cc3)CC2)cc1	3	-3%	-0.5%	4%	10%	i	-19%	-1%	16%
CC(C)C[C@H](NC(=O)c1nc[nH]c1C(=O)NC(c1ccccc1)c1ccccc1)C(=O)OCc1ccccc1	-8	-10%	6.4%	-9%	?	?	?	-18%	28%
CCc1ccccc1Nc1cc(C(=O)NCCCN(C)C2CCCCC2)c2ccccc2n1	·	?	2.3%	3%	?	16µM*	20%	-84%	·
Cc1c(NC(=O)/C(C#N)=C/c2c(N3CCCCC3)nc3ccccn3c2=O)c(=O)n(-c2ccccc2)n1C	9	·	-1.0%	0%	4%	i	3%	11%	0%
Cc1cccc(C)c1NC(=O)C1(N2CCN(C(=O)c3ccco3)CC2)CCCCC1	11	-1%	0.0%	1%	-16%	i	7%	-4%	?
CCc1nn(-c2cc(Oc3cccc4ccccc34)nc(-c3ccccc3)n2)c(N)c1C#N	10	?	0.3%	2%	12%	?	2%	-2%	1%
COc1ccc2sc(-c3ccccc3OC)c(-c3ccc(OCCN4CCCC4)cc3)c2c1	-51*	-23%	3.5%	12%	?	?	19%	-97%	?
CC1CCN(C(=O)c2cnn(-c3cccc(Cl)c3)c2C2CCN(C(=O)OC(C)(C)C)CC2)CC1	·	·	-1.3%	5%	?	·	?	5%	·
Cc1ccc(C(=O)CSc2ncnc3ccccc23)o1	-5	72%[activator]	13µM*	-3%	-5%	i	?	-27%	12%
O=C(COc1ccccc1)Nc1ccc(-c2ccc(N3CCOCC3)nn2)cc1	4	9%	-0.6%	3%	-1%	i	7%	-25%	17%
CC12CCC(=O)N1C(C(=O)N1CCN(S(=O)(=O)c3ccccc3F)CC1)CS2 (stereo unspecified)	-14	5%	-0.5%	2%	7%	i	9%	7%	-27%
COc1cc(Cl)c(C)cc1NC(=O)CSc1nnc(-c2cccnc2)n1Cc1ccco1	-13	-14%	2.5%	2%	-12%	i	-13%	-28%	15%
COCC(=O)N/N=C\c1ccc(OC/C=C/c2ccccc2)c(OC)c1	i	-38%	3.2%	?	?	i	-7%	-7%	?
O=C(CCC1COc2ccccc2O1)Nc1ccccn1 (stereo unspecified)	-10	3%	-0.1%	-1%	26%	i	0%	32%	-3%
O=C(CSc1ccccn1)Nc1ccc2c(c1)oc1ccccc12	0	44%[activator]	3.7%[9.22 µM]	-3%	-11%	?	27%	0%	-2%
CCOC(=O)c1ccc(-n2c(CCC(=O)O)ccc2-c2cccs2)cc1	-70*	6%	?	-10%	-10%	i	?	-8%	?
Cn1c(=O)c2c(ncn2CCCC(=N)N2CCOCC2)n(C)c1=O	-6	9%	0.4%	-9%	2%	i	-13%	8%	-4%
COc1ccc(CCN2C(=O)c3cccnc3C2=O)cc1OC	-2	-6%	-0.8%	-8%	0%	i	-10%	-73%	-5%
Cc1cc(S(=O)(=O)NCC(C)C)ccc1OCC(=O)NC1CC1	i	3%	-0.4%	1%	6%	i	-11%	8%	-7%
O=C(Nc1ccccc1)Nc1cccn(Cc2c(F)cccc2Cl)c1=O	-61*	·	8.5%	-8%	?	i	?	-27%	?
COc1ccc2nc3ccccc3nc2c1	-20	33%[activator]	5.5%	-12%	-6%	i	?	2%	-2%
COc1ccc(S(=O)(=O)NCC2CCCN(Cc3cn(C)nc3C)C2)cc1 (stereo unspecified)	-9	3%	0.2%	-5%	15%	i	5%	0%	1%
O=C(c1cccs1)N1CCN(C2CCCCC2)CC1	-25	-1%	0.3%	0%	0%	i	3%	-16%	11%
Cc1ccc(CN2C(=O)SC(Nc3ccccc3)C2=O)cc1 (stereo unspecified)	·	2%	-0.4%	-5%	-22%	i	2%	-27%	·
CC(C)CNC(=S)N(CCN(C)C)Cc1cc2cc3c(cc2[nH]c1=O)OCO3	?	-21%	0.4%	9%	0%	i	-2%	-8%	?
CCC(C)NCCCOc1ccc([N+](=O)[O-])cc1 (stereo unspecified)	19	5%	-0.3%	4%	-17%	i	6%	-16%	24%
COCCOC(=O)c1c(NC(=O)CN(C)c2ccccc2)sc(C(N)=O)c1C	39	-24%	2.0%	1%	-21%	i	-18%	-8%	0%
COc1ccc(N2CCN(CC(=O)Nc3nnc(-c4ccccc4)s3)CC2)cc1	34	0%	0.8%	-8%	-18%	i	-16%	-3%	-2%
Cc1cc(C)c(NC(=O)OCCN2CCOCC2)c(C)c1	14	0%	2.5%	0%	-1%	i	22%	-5%	?
CCCCCCCC[n+]1c(C)n(-c2ccccc2)c2ccc(NC(C)=O)cc21	-103*	-15%	-0.2%	-12%	?	i	12µM*	8%	28%
Cc1ccc(OCC(=O)NNC(=O)Cn2c(=O)cnc3ccccc32)cc1	23	-1%	0.4%	3%	-3%	i	7%	2%	-7%
CCOC(=O)c1cc(S(=O)(=O)Nc2ccc(Br)c(C)c2)[nH]n1	·	2%	0.7%	9%	-28%	i	·	-44%	·
COc1ccc(NC(=O)c2cc(OC)c(OC)c(OC)c2)cc1S(=O)(=O)N1CCCCC1	-8	21%	11%	-1%	0%	i	?	-8%	3%
C[C@@H]1CN([C@H](C)CO)C(=O)c2cc(Br)cnc2O[C@H]1CN(C)Cc1ccccc1	-17	-9%	-1.7%	·	-6%	?	·	-13%	·
Nn1c(COc2ccccc2F)nnc1SCC(=O)NC1CCS(=O)(=O)C1 (stereo unspecified)	7	-4%	-0.4%	-9%	0%	i	0%	-2%	-2%
CCOc1ccc(C2C(=O)N(C3CCCCC3)CC(=O)N2CCc2ccccc2)cc1OC (stereo unspecified)	·	·	0.8%	3%	7%	·	·	-21%	·
Cc1nc(N2CCCC2)c2c(C(=O)Nc3cccc(Cl)c3)c(C)oc2n1	·	·	0.2%	3%	-2%	·	?	-6%	·
Cc1c(C(=O)NNC(=O)c2csc(N3CCOCC3)n2)oc2ccccc12	0	2%	-0.8%	0%	-1%	i	2%	-8%	15µM*
CCN(CC)Cc1nc2c(c(=O)[nH]1)C1(CCCCC1)Cc1ccccc1-2	-16	-13%	-0.7%	-4%[1.84 µM]	-26%	i	1%	-3%	5.8µM*
CC(=O)c1ccc(N2C(=O)N(CC(=O)c3ccc(F)cc3)c3ccccc3S2(=O)=O)cc1	·	1%	0.3%	1%	-11%	i	·	-13%	·
C/C(=N\N1C(=O)c2ccccc2C1=O)c1cccc([N+](=O)[O-])c1	11	-2%	-0.2%	-5%	7%	i	7%	5%	-14%
COC(=O)c1c(NC(C)=O)sc2c1CCCC2	17	2%	-0.1%	2%	-1%	?	-16%	-23%	-2%
O=C(NNc1ccc(F)cc1F)C1CCC1	·	-13%	0.0%	1%	-27%	i	1%	-23%	-8%
O=C(OCC(=O)c1c[nH]c2ccccc12)c1cc2ccccc2cc1O	13	-6%	11%	-2%	-18%	i	-9%	1%	12µM*
Cn1c2c(c(=O)n(C)c1=O)CN(CCc1ccccc1)CN2	-11	-7%	-0.8%	1%	0%	i	-11%	-4%	-11%
Cc1ccc(CN2CCN(CC(C)C)C(CCO)C2)s1 (stereo unspecified)	0	54%[activator]	3.7%	2%	20%	i	?	23%	-1%
CC(C)Cn1c(SCC(=O)Nc2ccc3[nH]c(=O)[nH]c3c2)nc2ccccc2c1=O	?	6%	2.3%	-22%	10%	i	?	-8%	2%
COc1ccc(S(=O)(=O)NCc2cccn2Cc2cccc(C)c2)cc1OC	·	-1%	6.7%	2%	?	i	·	-18%	·
O=C(c1ccc2c(c1)CCCC2)N1CCN(c2nc3c(F)cccc3s2)CC1	·	·	-1.1%	8%	10%	·	·	2%	·

Two records drawn at random from those above, as already listed:
SMILES	IL1B secr inh	ATXN2 expr inh	Nrf2 ARE act	A549 tox	TGFb inhibitor	ATXN viability	Nrf2 inh	HepG2 viability	MCF10A rerep
Cc1ccc(CN2CCN(CC(C)C)C(CCO)C2)s1 (stereo unspecified)	0	54%[activator]	3.7%	2%	20%	i	?	23%	-1%
Cn1c2c(c(=O)n(C)c1=O)CN(CCc1ccccc1)CN2	-11	-7%	-0.8%	1%	0%	i	-11%	-4%	-11%

Screens (PubChem BioAssay)
